Screens (PubChem BioAssay)
Rtt109 Vps75 – inhibitors of C. albicans Rtt109/Vps75 HAT, primary screen, biochemical, ThioGlo CoA-SH fluorescence, plate reader; Histone acetyltransferase RTT109 (Candida albicans (strain SC5314 / ATCC MYA-2876)), …; purified Rtt109/Vps75, 4 h; inhibition, % at 34.9 µM; hit rate 0.16% among 330,000;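 active means inhibition of at least 50% in every replicate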
Target sequence (Q5AAJ8 whole entry, looked up): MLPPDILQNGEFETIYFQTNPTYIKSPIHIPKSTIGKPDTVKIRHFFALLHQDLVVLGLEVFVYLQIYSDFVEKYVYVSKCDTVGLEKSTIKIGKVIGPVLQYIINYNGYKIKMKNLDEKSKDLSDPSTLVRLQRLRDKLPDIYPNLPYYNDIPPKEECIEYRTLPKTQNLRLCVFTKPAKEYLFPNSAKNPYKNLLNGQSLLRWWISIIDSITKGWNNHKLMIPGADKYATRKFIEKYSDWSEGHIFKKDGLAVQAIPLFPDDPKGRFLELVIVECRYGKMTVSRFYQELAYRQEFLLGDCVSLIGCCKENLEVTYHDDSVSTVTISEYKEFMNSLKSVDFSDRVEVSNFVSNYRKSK
PvdQ inh – P. aeruginosa PvdQ acylase inhibitors, primary screen, biochemical, fluorescence, plate reader and imaging, single point; purified PvdQ acylase; inhibition, % at 10 µM; hit rate 0.063% among 340,000; AID 488965, 2010; in the data active means inhibition above about 30%, passing the limit was not always enough;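 further: 0% = vehicle neutral wells and 100% = reference inhibitor wells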
Ecoli viability – E. coli V3065 growth inhibition, primary screen, counter-screen for AddAB inhibitor project, absorbance, OD600; 18 h; inhibition, % at 11.9 µM; hit rate 0.27% among 330,000;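 active means inhibition above the campaign's mean inhibition across all tested compounds plus 3 SD, cut at about 9.9% in these data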;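 further: uninfected addAB+ strain grown without phage in ampicillin broth; 0% = DMSO wells and 100% = ciprofloxacin 0.95 µg/ml wells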
PfHsp90 yeast 2 – growth inhibition of PfHsp90-expressing yeast, primary screen, antimalarial PfHsp90 inhibitor project, S. cerevisiae, BacTiter-Glo luminescence, single point, set 2; BacTiter-Glo ATP, 48 h; yeast lacking PDR1 and PDR3 efflux regulators; inhibition, % at 9.4 µM; hit rate 0.32% among 310,000; AID 504621, 2011;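 active means every replicate shows inhibition above about 80%, whatever the replicate mean, limit read from the data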;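 further: 0% = DMSO neutral controls and 100% = 20 µM radicicol positive controls; yeast relying on Plasmodium falciparum Hsp90 in place of its own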
Wnt act – Wnt/beta-catenin pathway activators, primary screen, cell-based, plate reader, single point | AID 743398, 2014 | activation, % at 9.35 µM | hit rate 1.2% among 300,000 | Wnt/beta-catenin reporter cell assay, activator; in the data active means activation above about 30%, passing the limit was not always enough;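 further: 0% = neutral control wells and 100% = positive control wells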
Tat transport – E. coli Tat export inhibitors, primary screen, MC4100, TorA-mCherry reporter, fluorescence, single point; inhibition, % at 10 µM; hit rate 0.036% among 340,000;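 active means mean replicate inhibition at least 50% and at least half of replicates individually reaching 50%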;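 further: exported cargo escapes ClpAP degradation while cytoplasmic cargo is degraded and loses fluorescence; 0% = median of neutral control wells and 100% = median of NaSCN control wells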
DAGLB inhibitor – DAGLB lipase inhibitors, primary screen, biochemical, fluorescence, HTS | Diacylglycerol lipase-beta (Homo sapiens), Q8NCG7 | HEK293T DAGLB membrane lysate, EnzChek fluorogenic substrate | inhibition, % at 5.17 µM | hit rate 0.059% among 340,000; in the data active means inhibition above about 34%;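 further: 0% = enzyme with vehicle and 100% = wells lacking enzyme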
Target sequence (Q8NCG7 whole entry, looked up): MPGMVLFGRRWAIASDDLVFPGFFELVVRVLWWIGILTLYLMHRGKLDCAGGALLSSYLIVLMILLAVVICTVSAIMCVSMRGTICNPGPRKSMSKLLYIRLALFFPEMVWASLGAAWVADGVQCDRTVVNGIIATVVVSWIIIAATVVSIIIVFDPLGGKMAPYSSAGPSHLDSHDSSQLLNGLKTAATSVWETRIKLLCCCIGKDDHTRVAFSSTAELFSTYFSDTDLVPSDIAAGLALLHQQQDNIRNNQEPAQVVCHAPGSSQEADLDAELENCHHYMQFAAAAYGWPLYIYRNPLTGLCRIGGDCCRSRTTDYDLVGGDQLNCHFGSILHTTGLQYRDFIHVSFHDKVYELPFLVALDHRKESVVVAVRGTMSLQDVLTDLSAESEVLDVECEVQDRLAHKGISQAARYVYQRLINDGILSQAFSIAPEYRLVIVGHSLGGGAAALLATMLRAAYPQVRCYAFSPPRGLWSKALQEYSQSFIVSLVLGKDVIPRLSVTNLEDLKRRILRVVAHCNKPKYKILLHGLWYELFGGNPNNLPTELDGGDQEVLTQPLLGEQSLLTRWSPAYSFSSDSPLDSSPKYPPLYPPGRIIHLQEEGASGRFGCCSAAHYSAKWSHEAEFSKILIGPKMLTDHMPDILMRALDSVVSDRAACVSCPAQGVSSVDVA
phage Ecoli inh – growth loss of phage-infected E. coli, primary screen, RecBCD inhibitor project, absorbance, with phage, HTS | inhibition, % at 11.9 µM | hit rate 0.26% among 360,000 | AID 651602, 2012; in the data active means inhibition above about 11%
CAL PDZ FP – CAL PDZ peptide-binding inhibitors, primary screen, biochemical, fluorescence polarization, Cer-tagged CAL PDZ, HTS; inhibition, % at 20 µM; hit rate 0.02% among 330,000; purified CAL PDZ, TMR-peptide fluorescence polarization, 1 h; AID 504414, 2011;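 active means highest replicate inhibition of at least 40%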;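 further: plate controls were DMSO neutral control wells for no effect and unlabeled competitor peptide control wells for full effect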
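material = purified tagged CAL PDZ domain construct (CerCALP) | compound dosing = 20 µM, one dose | times = 1 h at RT | measured by = fluorescence polarization from S- and P-plane intensities, G-factor corrected | read-out = inhibition from polarization loss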
AddAB inh – growth inhibition of E. coli expressing H. pylori AddAB, primary screen, AddAB inhibitor project, absorbance; inhibition, % at 11.9 µM; hit rate 0.29% among 330,000; AID 435030, 2010; in the data active means inhibition above about 12%;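 further: 0% = vehicle wells of infected cells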
An asterisk follows results filed as active; . = no result given; & = joins results of further samples.

SMILES	Rtt109 Vps75	PvdQ inh	Ecoli viability	PfHsp90 yeast 2	Wnt act	Tat transport	DAGLB inhibitor	phage Ecoli inh	CAL PDZ FP	AddAB inh
Cc1ccccc1NC(=O)CCCN1C(=O)C2CC=CCC2C1=O (stereo unspecified)	1	-10	0.8	5	2	0	1	1.9	0.0	1.8
COc1cc2nc(N3CCN(C(=O)c4ccco4)CC3)nc(N)c2cc1OC	1	-14	-1.6&0.7	23	-2&0	3	2	3.8	-1.0	-2.1&-2.9
O=C(CCNC(=O)c1ccc([N+](=O)[O-])cc1)NCCc1ccc(Cl)cc1	-6	-8	-3.5	2	-2	16	0	2.1	-2.2	-0.3
O=S(=O)(c1ccc(-n2cnnn2)cc1)N(C1CCCCC1)C1CCCCC1	2	-22	1.2	.	0	-6	1	0.7	1.1	4.1
CCOC(=O)C1CCCN(C(=O)c2cnn3c(C(F)(F)F)cc(-c4ccccc4)nc23)C1 (stereo unspecified)	.	-10	-1.4	16	.	5	-1	2.8	-2.9	-0.1
COc1ccc(OC)c(NC(=O)CN2C(=O)COc3ccc(C)cc32)c1	-1	-8	-0.4	-6	-3	-5	2	0.1	-0.4	-0.1
Cc1ccnc(NC(=O)CNC(=O)c2ccc3c(c2)OCO3)c1	-2	-4	0.9	19	3	-2	-5	2.5	-0.5	4.0
O=C(CSc1oc(-c2ccc(F)cc2)nc1S(=O)(=O)c1ccccc1)NCC1CCCO1 (stereo unspecified)	5	-8	-0.7	.	1	-9	-1	1.6	-1.2	2.0
COc1ccc(C2CC2/C(=N/OC(=O)c2cccs2)c2ccccc2)cc1 (stereo unspecified)	0	-14	2.9	-14	20	1	-10	3.7	-0.6	2.4
Cc1c(N2C(=O)/C(=C3\C(=O)N(CC(=O)O)c4ccccc43)SC2=S)c(=O)n(-c2ccccc2)n1C	23	8	0.9	6	3	-16	0	3.2	0.1	-1.2
Cc1ccc(C(C#N)N2CCOCC2)cc1 (stereo unspecified)	-2	-9	.	-2	.	-2	2	1.5	-2.7	.
O=C(Cc1ccc(Cl)c(Cl)c1)Nc1ccccc1N1CCOCC1	4	6	0.6	-14	-2	-3	-1	-1.3	-2.2	1.2
CCN1C(=O)c2cccc3c(S(=O)(=O)NCc4ccccc4)ccc1c23	-2	10	1.1	.	3	5	-1	2.2	-0.7	0.6
CCOc1ccc(S(=O)(=O)N2CCN(C(=O)c3sccc3C)CC2)cc1	-16	-13	2.4	-2	.	1	-4	3.3	-0.6	-0.8
COc1ccc(C2=NN(CCC(=O)NCC3CCCO3)C(=O)CC2)cc1 (stereo unspecified)	-17	-10	-0.9	-13	0	-5	-2	0.2	-4.1	-0.1
NC(=O)c1ccc[n+](CC(=O)c2ccc(Cl)c(Cl)c2)c1	1	-9	2.9	-21	2	-1	2	-0.5	0.7	-1.9
Cc1cccc(NC(=O)CSCc2cc(=O)n3c(C)csc3n2)c1C	4	-6	-0.1	-28	3	0	0	3.2	-2.2	1.9
O=[n+]1cc(-c2ccccc2)n([O-])c2c1CCC2	-10	-4	-0.3	6	-1	-9	-2	0.9	-0.6	1.1
CCOc1cc([C@@H]2C[C@H]3CN(c4ccccc4)C(=O)[C@]34CCCN24)ccc1OC	-3	-14	0.0	.	-21	-4	-2	1.4	-0.5	-1.1
Cc1ccc2[nH]cc(CCNC(=O)C3CCCCC3)c2c1	0	-5	.	16	0	3	1	2.0	-1.5	.

Some of the entries so far, with two lines to a compound.
Second line of a record: Rtt109 Vps75, PvdQ inh, Ecoli viability, PfHsp90 yeast 2, Wnt act, Tat transport, DAGLB inhibitor, phage Ecoli inh, CAL PDZ FP, AddAB inh
Cc1ccc(C(C#N)N2CCOCC2)cc1 (stereo unspecified)
  -2, -9, ., -2, ., -2, 2, 1.5, -2.7, .
O=C(Cc1ccc(Cl)c(Cl)c1)Nc1ccccc1N1CCOCC1
  4, 6, 0.6, -14, -2, -3, -1, -1.3, -2.2, 1.2

(more compounds)
SMILES	Rtt109 Vps75	PvdQ inh	Ecoli viability	PfHsp90 yeast 2	Wnt act	Tat transport	DAGLB inhibitor	phage Ecoli inh	CAL PDZ FP	AddAB inh
CCOc1ccc2oc(C(=O)OCC(=O)N(CC(C)C)c3c(N)n(Cc4ccccc4)c(=O)[nH]c3=O)c(C)c2c1	-15	-6	.	-5	-1	-22	10	1.4	-1.7	.
O=C(COC(=O)Cc1ccc(Cl)cc1)NC1CCCC1	1	-6	-0.3	-8	-1	-7	-3	1.8	-1.1	-0.8
Cn1c(-c2ccc(=O)[nH]c2)nc2ccccc21	0	-6	-0.6	6	0	-3	.	3.1	-0.4	0.0
COc1cccc(CCc2nnc(CCC(=O)N(C)C3CC(C)(C)NC(C)(C)C3)o2)c1	-1	-10	-2.1	-8	1	9	1	3.3	0.2	0.1
COc1ccc(NC(=O)CN2CCC(C(=O)c3ccc(F)cc3)CC2)c(OC)c1	3	-16	-0.1	1	-2	-2	-1	-0.2	-2.4	2.8
CC(C)Oc1ccc(C(=O)NCc2cccnc2)cc1	5	2	-0.2	4	-2	-2	-8	4.4	-0.2	0.4
COc1ccc(/C=N/NC2=NS(=O)(=O)c3ccccc32)cc1OC(C)=O	-15	-13	0.6	-6	0	-9	1	1.8	-1.6	1.0
O=C(O)CC/C(=N/NC(=O)c1ccc(-c2ccccc2)cc1)c1ccccc1	-4	-1	4.9	-31	-2	-3	-8	-0.4	-2.1	1.9
CN1C(=O)c2ccc(NC(=O)c3ccc(Cl)cc3Cl)cc2C1=O	-9	-8	3.9	-14	2	3	-1	1.8	-2.6	1.3
COc1cccc(C2=CC(=O)CCC2)c1OC	-1	-8	0.5	7	-1	-4	-2	4.8	-0.5	2.3
CC(=O)Nc1ccccc1NC(=O)c1ccccc1-c1ccccc1	-2	-5	1.0	-1	-2	-6	-2	-0.4	0.8	-0.5
COc1cccc(/C=C/C(=O)OCC(=O)N2c3ccccc3NC(=O)C2(C)C)c1	-3	-11	-0.4	-3	-1	-4	-1	2.0	-0.4	0.9
CNC(=O)C12CC3CC(CC(Cl)(C3)C1)C2	-2	2	-0.1	-2	-2	0	2	0.4	14	-1.1
Cc1ccccc1C(=O)NNC(=O)CCC(=O)Nc1cccc(Cl)c1C	2	8	0.0	6	1	6	0	2.2	0.2	3.7
CC(NC(=O)C1=CC=CN2CCS(=O)(=O)N=C12)c1ccc(Cl)cc1Cl (stereo unspecified)	-3	-6	-2.9	12	-3	-3	-1	-0.6	-1.1	3.3
O=C(/C=C/c1ccc([N+](=O)[O-])cc1)NCc1cccnc1	-4	-9	-1.0	.	.	-1	1	2.8	1.1	0.2
C#Cc1ccc(CN2CCC(C(=O)Nc3ccc(Oc4ccccc4)nc3)CC2)cc1	2	-15	-1.1	18	-2	-2	-2	0.8	-2.8	4.2
CN(C)c1ccc(-n2cccc2)cc1	-1	-15	3.3	2	-3	-15	3	-0.8	0.6	3.3
Cc1cc(NC(=O)Nc2ccc3c(ccn3C)c2)sn1	-6	-8	-0.1	11	25	-1	3	4.9	4.6	0.3
CCc1ccccc1NC(=O)[C@@H]1CCC(=O)N1C1OC(=O)c2ccccc21 (stereo partly specified)	-3	-1	0.5	-7	-1	-3	-1	-0.4	0.6	2.7
O=C(Cn1cnc2ccccc2c1=O)N1CCc2ccccc2C1	-4	-16	0.0	-11	-1	-3	0	1.4	-2.7	2.5
CCOc1ccccc1-n1c(SCC(=O)N2CCCC2)nnc1-c1ccc(O)cc1	3	-4	-1.8	24	.	1	-1	-0.2	-0.9	1.3
Cc1ccccc1-n1nc(C)c2cc(C(=O)N3CCN(S(=O)(=O)c4ccc(F)cc4)CC3)sc21	-7	-14	1.5	6	.	4	-5	2.1	0.1	0.0
COCCNC(=O)C(c1ccc(C)cc1)N(C(=O)CCC(=O)Nc1ccccn1)c1ccc(F)cc1 (stereo unspecified)	-1	-9	2.0	20	0	-8	0	-1.9	-4.4	1.5
CC(=O)NC(CC(=O)N(C)Cc1c(F)cccc1Cl)c1ccccc1 (stereo unspecified)	5	-3	3.3	-17	0	5	0	0.6	0.3	1.5
COc1ccc(NC(=O)C2=C(C)NC(=O)NC2c2cccs2)c(OC)c1 (stereo unspecified)	-6	-7	2.7	-13	0	-3	2	0.3	-5.9	2.7
CCn1c(Cc2ccccc2)nnc1SCC(=O)Nc1cc(C)on1	-7	-14	-1.2	15	-1	3	-2	.	-1.7	0.6
CCN(C(=O)COC(=O)c1n[nH]c2ccccc12)C1CCS(=O)(=O)C1 (stereo unspecified)	2	-8	0.0	-16	1	-7	0	0.6	1.5	4.7
CCCCNC(=O)c1cc2c(=O)n3cccc(C)c3nc2n(Cc2ccncc2)c1=N	4	-45	0.2	22	-4	-3	-3	2.5	-2.5	2.6
COc1ccc(/C=N/NC(=O)c2cccnc2)cc1CN1CCCc2ccccc21	19	-8	-1.4	.	-2	0	3	1.7	-1.9	6.3
C=C(C)CN1CCN(S(=O)(=O)c2ccc(C)c(N(C)S(=O)(=O)c3ccc(C)cc3)c2C)CC1	-2	-23	-0.8	17	-4	-3	-16	2.5	-4.4	2.6
Cc1ccc(NC(=O)C(C)Sc2nc(-c3ccccc3)cc(=O)[nH]2)cc1 (stereo unspecified)	1	-22	1.5	4	1	-14	-1	-2.3	-0.1	2.8

Among those listed so far, 9 have a Cl atom.
SMILES	Rtt109 Vps75	PvdQ inh	Ecoli viability	PfHsp90 yeast 2	Wnt act	Tat transport	DAGLB inhibitor	phage Ecoli inh	CAL PDZ FP	AddAB inh
O=C(CCNC(=O)c1ccc([N+](=O)[O-])cc1)NCCc1ccc(Cl)cc1	-6	-8	-3.5	2	-2	16	0	2.1	-2.2	-0.3
O=C(Cc1ccc(Cl)c(Cl)c1)Nc1ccccc1N1CCOCC1	4	6	0.6	-14	-2	-3	-1	-1.3	-2.2	1.2
NC(=O)c1ccc[n+](CC(=O)c2ccc(Cl)c(Cl)c2)c1	1	-9	2.9	-21	2	-1	2	-0.5	0.7	-1.9
O=C(COC(=O)Cc1ccc(Cl)cc1)NC1CCCC1	1	-6	-0.3	-8	-1	-7	-3	1.8	-1.1	-0.8
CN1C(=O)c2ccc(NC(=O)c3ccc(Cl)cc3Cl)cc2C1=O	-9	-8	3.9	-14	2	3	-1	1.8	-2.6	1.3
CNC(=O)C12CC3CC(CC(Cl)(C3)C1)C2	-2	2	-0.1	-2	-2	0	2	0.4	14	-1.1
Cc1ccccc1C(=O)NNC(=O)CCC(=O)Nc1cccc(Cl)c1C	2	8	0.0	6	1	6	0	2.2	0.2	3.7
CC(NC(=O)C1=CC=CN2CCS(=O)(=O)N=C12)c1ccc(Cl)cc1Cl (stereo unspecified)	-3	-6	-2.9	12	-3	-3	-1	-0.6	-1.1	3.3
CC(=O)NC(CC(=O)N(C)Cc1c(F)cccc1Cl)c1ccccc1 (stereo unspecified)	5	-3	3.3	-17	0	5	0	0.6	0.3	1.5
